Compound activity: PubChem BioAssay, several laboratories
Bcl-xL primary – blocks human Bcl-xL binding to Bim BH3 peptide | AID 2129 | GST-Bcl-xL / FITC-Bim BH3 peptide fluorescence polarization | Q07817 | inhibition, % at 10.9 µM | actives 0.7% (n = 320,000);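 active = inhibition above the mean of all tested compounds plus 3 SD, cutoff set per campaign, cut at about 30% in these data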;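 also: 0% = DMSO wells and 100% = unlabeled Bim-BH3 peptide competitor; inhibitors lower millipolarization by displacing the labeled peptide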
Target sequence (Q07817 whole entry, looked up): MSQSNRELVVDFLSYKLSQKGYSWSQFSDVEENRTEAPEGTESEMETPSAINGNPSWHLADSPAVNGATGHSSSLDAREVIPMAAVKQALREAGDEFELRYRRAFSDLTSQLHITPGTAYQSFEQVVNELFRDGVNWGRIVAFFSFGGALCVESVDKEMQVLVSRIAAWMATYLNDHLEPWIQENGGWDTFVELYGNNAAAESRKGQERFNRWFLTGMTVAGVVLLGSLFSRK
MCL1-BIM inh – disrupts human MCL1 binding to BIM-BH3 peptide | Q07820 | GST-MCL1 / FITC-Bim-BH3 fluorescence polarization | inhibition, % at 10.9 µM | actives 0.68% (n = 320,000);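 active = inhibition above the mean inhibition of all tested compounds plus 3 SD, set per campaign, cut at about 40% in these data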;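 also: 0% = DMSO wells and 100% = unlabeled Bim-BH3 peptide control; higher means more loss of mP so more displacement of Bim peptide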
GLD-1 RNA inh – GLD-1-TGE RNA interaction inhibition (C. elegans). purified GLD-1 + fluorescein TGE RNA, fluorescence polarization. actives 0.44% (n = 320,000). inhibition, % at 5.96 µM. Q17339;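 active = percent inhibition above a per-plate cutoff, the plate mean of test compounds plus 3 SD, cut at about 30% in these data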;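 also: 0% = DMSO wells with GLD-1 and probe and 100% = wells lacking GLD-1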
pPAFAH inh – inhibitors of human plasma PAF acetylhydrolase (pPAFAH); actives 1.5% (n = 330,000); recombinant pPAFAH, FP-rhodamine probe fluorescence polarization; inhibition, % at 3.39 µM; AID 463082;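 active = inhibition above the mean inhibition across the screen plus 3 SD, cut at about 25% in these data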;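 also: inhibitors block binding of the rhodamine activity-based probe so polarization drops; 0% = enzyme with DMSO and 100% = wells lacking pPAFAH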
PAFAH1B2 inh – PAFAH1B2 (human) inhibition. recombinant PAFAH1B2, FP-rhodamine activity probe, fluorescence polarization. inhibition, % at 3.39 µM. actives 1.2% (n = 340,000);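 active = inhibition above the mean of all tested compounds plus 3 SD, cut at about 24% in these data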;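 also: 0% = enzyme with DMSO and 100% = wells lacking PAFAH1B2; many of its hits are not listed in these tables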
Target sequence (P68402 whole entry, looked up): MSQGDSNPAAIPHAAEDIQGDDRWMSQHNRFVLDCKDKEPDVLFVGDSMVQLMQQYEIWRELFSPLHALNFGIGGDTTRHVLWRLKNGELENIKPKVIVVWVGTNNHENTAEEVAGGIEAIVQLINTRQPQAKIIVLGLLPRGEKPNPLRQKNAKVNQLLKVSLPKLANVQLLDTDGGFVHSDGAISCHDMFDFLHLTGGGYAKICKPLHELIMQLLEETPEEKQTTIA
AHR act – human AHR activation; P35869; AHR-responsive luciferase reporter cells, luminescence; activation, % at 5 µM; actives 2.5% (n = 320,000); AID 2796; in the data active = activation above about 47%;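 also: 0% = vehicle wells and 100% = reference agonist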
Fam108B inh – Fam108B inhibition, counter-screen for RBBP9 inhibitors; AID 1947; recombinant Fam108B, FP-Rh probe fluorescence polarization; actives 0.33% (n = 300,000); inhibition, % at 9.51 µM;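 active = inhibition above the screen mean inhibition plus 3 SD, computed separately per campaign, cut at about 18% in these data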;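 also: inhibitors lower polarization as less probe binds the enzyme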
PME-1 inh – PME-1 (human) inhibition; actives 0.53% (n = 320,000); AID 2130; recombinant PME-1, FP-Rh probe fluorescence polarization; Q9Y570; inhibition, % at 5.9 µM;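 active = inhibition above the campaign mean of all compounds plus 3 SD, cut at about 26% in these data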;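 also: competitive labeling of PME-1 active site by serine hydrolase directed probe; 0% = PME-1 with DMSO and 100% = wells lacking PME-1 enzyme; inhibitors block probe labeling so polarization falls and inhibition rises; many of its hits are not listed in these tables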
Target sequence (Q9Y570 whole entry, looked up): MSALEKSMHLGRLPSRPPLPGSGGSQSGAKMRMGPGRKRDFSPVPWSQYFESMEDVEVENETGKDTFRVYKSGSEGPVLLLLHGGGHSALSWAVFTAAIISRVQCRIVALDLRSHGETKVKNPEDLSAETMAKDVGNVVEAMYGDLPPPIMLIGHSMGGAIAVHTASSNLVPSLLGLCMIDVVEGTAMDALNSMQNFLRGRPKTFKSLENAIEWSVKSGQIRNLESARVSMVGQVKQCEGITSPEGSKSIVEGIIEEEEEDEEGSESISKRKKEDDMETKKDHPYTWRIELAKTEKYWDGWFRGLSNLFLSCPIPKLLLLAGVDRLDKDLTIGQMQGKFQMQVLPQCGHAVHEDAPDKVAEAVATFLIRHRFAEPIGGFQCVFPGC
MEX-5 binding – C. elegans MEX-5 TCR-2 RNA binding activity; Q9XUB2; MEX-5/FITC-TCR2 RNA binding, fluorescence polarization; active compounds read low; activity score (negative = inhibition of binding), % at 10 µM; actives 0.38% (n = 300,000); AID 1832;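 active = inhibition past about -25% in most replicates, and total fluorescence under double the plate's negative control median, limit read from the data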;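 also: 0% = DMSO and -100% = 5 µM competing unlabeled TCR2 RNA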
Active calls of the source: *; nt = no result given. Not all compounds are listed. The share of hits here may be higher or lower than overall.

structure	Bcl-xL primary	MCL1-BIM inh	GLD-1 RNA inh	pPAFAH inh	PAFAH1B2 inh	AHR act	Fam108B inh	PME-1 inh	MEX-5 binding
CC(=O)N1N=C(C)CC1c1ccc(OCc2ccccc2)cc1 (stereo unspecified)	9	7	4	2	10	6	4	1	-0.7
CC(C)(C)c1ccc(C(=O)N2CCN(C(=O)c3ccco3)CC2)cc1	8	4	5	2	7	0	2	-3	1.8
CCNC(=O)c1ccc2c(c1)S(=O)(=O)c1ccccc1C2=O	-1	4	0	0	-1	17	2	-2	0.4
CCCNC(=O)COc1coc(CN2CCN(c3ccc(F)cc3)CC2)cc1=O	1	-7	-1	4	0	0	-1	-2	0.9
O=S(=O)(Nc1cccc(-c2nc3cccnc3s2)c1)c1ccc2c(c1)OCCO2	5	3	10	-1	1	3	0	-12	-1.3
Cc1cc(Br)ccc1NC(=O)c1ccccc1-c1ccccc1	6	1	1	-5	-3	2	0	2	-1.0
COc1cc2nc(C)sc2cc1SC	5	6	5	2	0	10	-2	6	-2.5
O=C(COc1ccc2ccccc2c1Br)Nc1ncn[nH]1	-4	0	3	-2	-2	-1	-3	1	-0.4

2 records picked at random from the list so far, as already listed:
structure	Bcl-xL primary	MCL1-BIM inh	GLD-1 RNA inh	pPAFAH inh	PAFAH1B2 inh	AHR act	Fam108B inh	PME-1 inh	MEX-5 binding
CCNC(=O)c1ccc2c(c1)S(=O)(=O)c1ccccc1C2=O	-1	4	0	0	-1	17	2	-2	0.4
CC(C)(C)c1ccc(C(=O)N2CCN(C(=O)c3ccco3)CC2)cc1	8	4	5	2	7	0	2	-3	1.8

Other compounds:
structure	Bcl-xL primary	MCL1-BIM inh	GLD-1 RNA inh	pPAFAH inh	PAFAH1B2 inh	AHR act	Fam108B inh	PME-1 inh	MEX-5 binding
O=C(Nc1ccc(Cl)cn1)c1ccc(COCC(F)(F)C(F)F)o1	4	8	1	2	2	0	-1	1	0.5
C=CC[C@@H](CC(=O)N[C@@H](CO)Cc1ccccc1)C(=O)N[C@H](COC(=O)[C@H](CC=C)CC(=O)OC(C)(C)C)Cc1ccccc1	nt	nt	6	-1	1	-2	nt	nt	nt
CCN(Cc1ccccc1)C(=O)Cn1c(=O)n(CC(=O)NCc2ccco2)c(=O)c2sccc21	3	0	1	1	6	0	-3	3	-1.2
C=CCN1C(=O)C2(C(C#N)=C(N)Oc3n[nH]c(CCC)c32)c2ccccc21 (stereo unspecified)	2	3	-7	3	2	7	-4	-1	0.4
CCOc1cccc2cc(-c3csc(NC(=O)CCC(=O)NCCN4CCCCC4C)n3)c(=O)oc12 (stereo unspecified)	-1	4	4	9	-1	28	4	9	-0.3
Cc1ccc(-c2nnc(-c3ccc(NC(=O)Cc4cccs4)cc3)o2)cc1	1	0	7	-5	-2	0	6	-16	-2.9
O=C(Nc1cccc2oc(=O)ccc12)c1ccc([N+](=O)[O-])cc1[N+](=O)[O-]	-2	-1	0	9	0	0	-1	6	-0.1
Cc1cc2oc(C(=O)NC3CCS(=O)(=O)C3)cc(=O)c2cc1C (stereo unspecified)	2	1	9	6	1	8	1	1	2.8
CCOC(=O)Cn1cnc2scc(-c3ccc(C)c(C)c3)c2c1=O	-1	6	-5	4	1	1	6	1	0.1
COc1ccc(C(=O)OCC(=O)C(C)(C)C)cc1S(=O)(=O)N(C)CCc1cccnc1	4	8	-1	2	3	1	1	3	2.1
Cc1nn(C)c(C)c1C(C)NC(=O)c1cc(COc2ccc(F)c(F)c2)on1 (stereo unspecified)	10	6	1	4	1	1	2	-3	-2.5
CCOC(=O)Nc1ccc2c(c1)N(C(=O)CCN(C)C)c1ccccc1S2	0	-4	11	-5	-3	20	1	0	1.0
Cc1ccc(OCc2ccc(C(=O)Nc3c(C)nn(Cc4c(F)c(F)c(F)c(F)c4F)c3C)o2)c([N+](=O)[O-])c1	2	-2	5	4	2	26	-5	-10	1.8
O=C(CCN1CCN(c2ccccn2)CC1)Nc1ccc(F)cc1	-1	-2	0	10	9	3	-4	4	1.3
CCOC(=O)C(C)Sc1ccc2nnc(CCNS(=O)(=O)c3ccc(C)cc3)n2n1 (stereo unspecified)	-4	-3	-4	2	3	2	-1	4	0.4
O=P(O)(CCc1ccccn1)CN1CCCCC1	8	4	-2	2	-4	-1	-5	-6	1.8
CC1CCN(c2cc(C#N)c(C#N)cc2[N+](=O)[O-])CC1	3	1	4	-3	6	-2	1	-2	0.7
Cc1ccc(C)c(N2CCN(S(=O)(=O)c3csc(C(N)=O)c3)CC2)c1	5	2	-3	0	-1	0	0	2	-1.3
COc1ccccc1CCNC(=O)CSc1ccc(-c2cccs2)nn1	1	1	6	0	1	13	4	-5	0.3
Cn1ncc(C(=O)Nc2ccc(Cl)cc2)c1C(F)(F)F	-1	-1	2	-5	nt	6	-5	-19	-1.2
C=C(C)C(=O)OCC(=O)NCc1ccccc1	0	-2	-6	12	6	1	-1	0	0.7
O=C(NCc1ccc(Cl)cc1)C1C2C=CC3(CN(Cc4cccnc4)C(=O)C13)O2 (stereo unspecified)	3	2	3	1	2	2	3	4	0.5
CC(C)(C)Sc1ccc(/C=N/O)cc1[N+](=O)[O-]	-2	-9	6	0	6	2	-4	-3	-1.2
COCCn1c(N)c(N(Cc2ccccc2)C(=O)c2ccc(-c3ccc(Cl)cc3)o2)c(=O)[nH]c1=O	-7	-3	-4	3	-1	4	-2	0	-2.3
CCOC(=O)c1ccc(NC(=S)N2CCN(CCN=CC3=C(O)CC(c4ccccc4)CC3=O)CC2)cc1 (stereo unspecified)	2	5	-2	1	nt	-2	2	0	-3.6
CCC1CCCCN1Cc1c(O)ccc2c(=O)c(-c3ccccc3OC)coc12 (stereo unspecified)	-6	-4	-7	-5	2	2	-5	-7	-0.4
Cc1nn(-c2cc(C)c3ccccc3n2)c2c1CCC2	2	-1	4	4	7	19	1	-10	-0.4
O=C(CCC(F)(F)F)N1CCC(CO)(CCc2ccccc2)CC1	-4	-1	0	-1	5	-2	5	-2	-1.8
Cc1cc(Br)ccc1NC(=O)c1sc2ncnc(N3CCN(c4ccccn4)CC3)c2c1C	-4	-5	-6	-1	1	80*	-12	-1	0.4
CCN(CC)C(=O)CN1C(=O)COCC1=O	2	8	0	-4	-6	0	1	0	0.1
CC#CC(=O)N1CCC(Oc2cccc(C(=O)NCc3ccccn3)c2)CC1	-7	-1	2	8	-3	0	-3	8	-0.5
Cc1ccc(NC(=O)C2C3CCC(O3)C2C(=O)O)cc1C (stereo unspecified)	3	-4	0	-2	2	3	4	-1	3.5
O=[N+]([O-])c1cc(/C=N\Nc2nc(-c3ccccc3)cs2)ccc1O	13	15	0	31*	13	119*	25*	23	0.2
Cc1ccc(NC(=O)c2ccccc2NS(=O)(=O)c2ccc(Cl)s2)cc1S(=O)(=O)N1CCOCC1	2	8	6	15	2	-4	-1	10	-2.3
Cc1cc(C(=O)COc2ccc3ccc(=O)oc3c2)c(C)n1Cc1cccs1	0	2	6	-5	-6	3	-1	-6	0.7
CC(=O)O[C@H]1C(=O)[C@]2(C)[C@H]([C@H](OC(=O)c3ccccc3)[C@]3(O)C[C@H](OC(=O)[C@H](O)[C@@H](NC(=O)c4ccccc4)c4ccccc4)C(C)=C1C3(C)C)[C@]1(OC(C)=O)CO[C@@H]1C[C@@H]2O	1	2	5	1	4	0	8	-6	-0.7
COc1ccc(C2=NOC(C(=O)NCc3cccnc3)C2)cc1OC (stereo unspecified)	0	2	7	2	3	-2	-2	-5	-2.2
CCN(CC)S(=O)(=O)c1ccc(NC(=O)CSc2ncnc3ccccc23)cc1	3	7	4	-10	3	17	0	10	-0.2
C[C@H](NC(=O)c1nc[nH]c1C(=O)N[C@@H](Cc1ccccc1)C(=O)OC(C)(C)C)C(=O)OC(C)(C)C	5	3	14	6	6	19	-4	-2	-1.1
O=C(CN(C(=O)CSc1nnc(COc2ccccc2)o1)c1ccc(F)cc1)NC1CCCCC1	4	5	1	3	6	-2	0	2	0.0
CC(OC(=O)c1ncc(Cl)c(Cl)c1Cl)C(=O)NC1CCCCC1C (stereo unspecified)	-3	-2	7	5	9	0	-3	0	-1.4
NC(=O)C1=C[C@H](c2coc3ccccc3c2=O)C[C@H](OCc2ccc(CO)cc2)O1	1	-14	2	-5	0	1	1	-3	2.3
CC1(C)CC(N2CCN(Cc3ccccc3)CC2)=CC(=[N+]2CCCCC2)C1	-6	-13	3	9	4	1	3	0	-0.1
C/C(=N/Oc1nc(C)cc(C)n1)c1ccc(Cl)cc1Cl	1	0	7	9	-2	-1	-6	7	2.3
Clc1nnc(Cl)c2c1ncn2Cc1ccccc1	3	5	-2	9	5	1	6	1	1.8
O=C(COc1cc2oc(=O)c3c(c2cc1Cl)CCC3)NCCN1CCOCC1	4	1	-4	-4	2	2	-1	-6	1.1
Cc1ccc(OCC(=O)Nc2ccc(S(=O)(=O)N3CCN(C)CC3)cc2)cc1	2	0	6	4	11	-1	6	-9	-2.2
COc1ccc(NC(=O)NCCCN2CCN(c3cc(C)ccc3C)CC2)cc1	2	-3	3	5	-1	2	5	-1	-0.8
Cc1ccc(S(=O)(=O)NC(=O)c2cc(C)n(CCCn3ccnc3)c2C)cc1	10	5	6	1	3	-1	4	-8	-4.3
Cc1ccc(CNC(=O)COC(=O)c2ccc(S(=O)(=O)N(C)C)cc2)cc1	3	3	-1	6	0	0	0	2	3.8
CCOc1ccc(NS(=O)(=O)c2coc(C(N)=O)c2)cc1	2	3	2	-2	8	5	0	-3	0.7
Cc1ccc(NC(=O)c2cnccn2)cc1S(=O)(=O)N(C)C	2	5	8	-1	5	3	1	1	0.3
CC(C)[C@H](NC(=O)[C@H]1N2C(=O)c3ccccc3C2SC1(C)C)C(=O)NCc1ccco1 (stereo partly specified)	5	3	1	4	0	-2	-2	-3	1.8
Cc1ccc(S(=O)(=O)N[C@@H](CC(C)C)C(=O)N2CCC(C(=O)N[C@@H](Cc3ccccc3)C(=O)O)CC2)cc1	-9	-3	-1	9	1	0	2	-2	-0.8
Cc1cccc(C(=O)NC2CCN(C(=O)Nc3ccccc3C)CC2)c1	-2	-3	1	-8	8	7	1	2	-0.6
O=C(NCc1cccnc1)c1ccc([N+](=O)[O-])o1	5	1	5	-4	-8	-2	4	-10	1.2

Later entries:
structure	Bcl-xL primary	MCL1-BIM inh	GLD-1 RNA inh	pPAFAH inh	PAFAH1B2 inh	AHR act	Fam108B inh	PME-1 inh	MEX-5 binding
CCOC(=O)N1CCN(C(=O)c2cn(C)c3ccc(S(=O)(=O)N(CC)CC)cc3c2=O)CC1	6	7	3	4	4	-1	1	-1	1.0
CCC(=O)N1CCN(c2ccccc2NC(=O)COc2cccc(C)c2C)CC1	1	1	8	6	3	2	1	10	-2.0
Cc1ccc(-c2cccc(CN3CCN(C(C)C)C(CCO)C3)c2)o1 (stereo unspecified)	2	11	4	1	1	-1	0	5	-6.2
Cn1cnnc1SCC(=O)c1ccc2c(c1)OCCO2	2	-4	4	3	4	2	2	-5	3.4
COc1cccc(-c2nn(-c3ccccc3)cc2C(=O)Nc2nccs2)c1	1	0	0	-14	-6	10	-27	-34	-1.7
COc1ccc(S(=O)(=O)N(CC(=O)NCc2ccncc2)Cc2ccccc2)cc1	3	5	-4	6	1	0	1	-1	-1.7
O=C1C2C(c3ccccc3)CC=CC2[C@H](c2cccc([N+](=O)[O-])c2)N1Cc1ccccc1 (stereo partly specified)	1	-2	5	2	3	3	2	0	-3.1
